IMP-1 inh = blocks Pseudomonas aeruginosa IMP-1 metallo-beta-lactamase; inhibition, % at 5.6 µM; purified IMP-1, nitrocefin hydrolysis, epi-absorbance fluorescence; 290,000 compounds, 0.45% hits;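 active = inhibition above the mean plus 3 SD of all compounds in the same screening run, cut at about 4.5% in these data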;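 also: 0% = IMP-1 with DMSO and 100% = DMSO wells lacking enzyme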
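System: purified IMP-1 / Input: IMP-1 dispensed at 0.2 nM / Medium: 50 mM HEPES pH 7.1, 50 µM ZnSO4, 0.05% Brij 35 / Timing: 15 min enzyme–compound preincubation, then 25 min nitrocefin reaction, 25 °C / Technique: plate fluorescence quenching by hydrolysis product, ex 480/em 530 nm / Repeats: singlicate testing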
UBC9 SUMO inh = SUMOylation inhibition; P63279; HTRF SUMOylation assay, SAE1/SAE2 + UBC9, in vitro; inhibition, % at 35 µM; 290,000 compounds, 0.36% hits; AID 2006; in the data active = inhibition above about 50%, passing the limit was not always enough; also: strong numbers were not always called active
Target sequence (P63279 whole entry, looked up): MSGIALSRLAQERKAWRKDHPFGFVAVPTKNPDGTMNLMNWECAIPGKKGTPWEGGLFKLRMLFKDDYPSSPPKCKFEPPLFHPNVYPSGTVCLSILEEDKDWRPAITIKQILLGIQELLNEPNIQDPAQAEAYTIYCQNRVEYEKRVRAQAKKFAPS
NALP1 yeast inh = NALP1 inhibition. 280,000 compounds, 0.61% hits. AID 2071. inhibition, % at 10 µM. S. cerevisiae NALP1/ASC/caspase-1 growth, X-gal OD620, 72 h; in the data active = inhibition mostly above about 24%, no sharp cut-off; inactive = mostly below about 32%; also: some compounds called inactive have numbers as strong as hits
MEKK2 WT-MEK5 = raises or lowers MEK5 binding to wildtype human MEKK2 PB1 domain; Q9Y2U5; bead flow cytometry, Alexa488-MEK5 binding to MEKK2 WT; actives lie on both sides; binding response (% of control), % at 10 µM; 290,000 compounds, 1.1% hits; in the data active = binding response below about 67% or above about 130%
VIM-2 inhibitor = blocks Pseudomonas aeruginosa VIM-2 metallo-beta-lactamase | purified VIM-2, nitrocefin hydrolysis, epi-absorbance fluorescence | inhibition, % at 5.6 µM | 290,000 compounds, 0.89% hits | AID 1527;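 active = inhibition above the mean of all tested compounds plus 3 SD, cutoff set per screening run, cut at about 7.5% in these data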;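 also: red hydrolysis product quenches plate fluorescence so inhibitors raise well fluorescence; 0% = enzyme with DMSO and 100% = DMSO without enzyme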
PfM18AAP inh = PfM18AAP enzyme inhibition. recombinant PfM18AAP, H-Glu-NHMec fluorogenic cleavage. inhibition, % at 7.35 µM. 290,000 compounds, 1.2% hits;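 active = inhibition above the campaign mean inhibition over all tested compounds plus 3 SD, cut at about 28% in these data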;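 also: 0% = plate median of test compound wells and 100% = 2 mM ZnCl2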
NS3 helicase inh = blocks Hepatitis C virus NS3 helicase unwinding; inhibition, % at 10.9 µM; NS3 helicase DNA unwinding, Cy5 molecular beacon fluorescence; 290,000 compounds, 0.56% hits;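 active = inhibition above the mean of all tested compounds plus 3 SD, set per campaign, cut at about 35% in these data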;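 also: 0% = DMSO wells and 100% = thioflavine S control wells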
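Assay system – hepatitis C virus NS3 helicase domain fragment enzyme · Buffer or medium – MOPS pH 6.5, MgCl2, DTT, Tween20, BSA · Reagent – Cy5/quencher beacon DNA duplex and ATP to start · Compound – single 10.9 µM dose · Timing – 1 h at 25 °C · Technique – Cy5 beacon fluorescence read at start and 1 h · Measure – % inhibition of unwinding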
FID counter = fluorescent intercalator displacement, NS3 helicase counter-screen; DNA fluorescent intercalator displacement, fluorescence; inhibition, % at 7.9 µM; AID 1845; 290,000 compounds, 0.17% hits; in the data active = inhibition above about 37%;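 also: 0% = vehicle and 100% = reference compound; higher means more ethidium bromide displaced from hairpin DNA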
MEKK2mut PB1 HTS = signal of MEK5 binding to mutant human MEKK2 PB1 domain | bead flow cytometry, Alexa488-MEK5 binding to MEKK2 mutant | percent response, % at 10 µM | 290,000 compounds, 0.35% hits | AID 1530; in the data active = percent response above about 24%, passing the limit was not always enough; also: inactives centre near 1; some results filed as inactive read as strong as hits; reference of the scale not given here
Active calls of the source: *; x = not tested or not shown; [ ] = dose if it differs, or a comment.

SMILES | IMP-1 inh | UBC9 SUMO inh | NALP1 yeast inh | MEKK2 WT-MEK5 | VIM-2 inhibitor | PfM18AAP inh | NS3 helicase inh | FID counter | MEKK2mut PB1 HTS
C[C@@H](C(=O)Nc1ccc2ccccc2c1)[C@H]1C[C@]1(C)[C@H](NS(=O)(=O)c1ccc(-c2ccccc2)cc1)c1ccccc1 | -5.4 | 17 | 17 | 85 | -2.9 | -2 | -3 | -5 | 4
Cc1cccc(N(C)C(=O)c2cc(S(=O)(=O)N3CCCCC3)c[nH]2)c1 | -0.8 | 0 | 12 | 101 | -0.1 | -13 | -16 | -37 | 0
CCCCOc1nc(N2CCOCC2)nc(C)c1[N+](=O)[O-] | -2.5 | 6 | 8 | 103 | -1.5 | -1 | 2 | -4 | 4
COc1ccccc1NC(=O)CCS(=O)(=O)c1cc2c(cc1Cl)NC(=O)CO2 | -2.5 | 4 | -2 | 97 | -1.0 | 2 | 13 | -6 | 2
CCOCCn1c(CN(Cc2ccccc2)Cc2ccccc2)nc2c1c(=O)[nH]c(=O)n2C | -1.1 | 13 | 3 | 107 | 0.0 | 1 | -6 | -26 | 6
COc1ccccc1NC(=O)CSc1nnc(-c2ccccn2)n1Cc1ccco1 | 0.0 | -11 | 25 | 101 | -1.5 | -76 | 1 | -23 | -3
O=C(CSc1nnc(-c2cccnc2)o1)Oc1ccccc1 | -3.7 | 1 | -9 | 100 | -0.3 | 5 | -1 | 0 | 3
CCCCCCN(C(=O)CCl)c1ccccc1 | 1.0 | 9 | 16 | 48 | -0.4 | 19 | 20 | -8 | -44
COCc1cc(C)nc(SCC(=O)N2CCC(C)CC2)c1C#N | 1.5 | -4 | 0 | 8.0*[inhibitor] | 2.3 | 14 | 27 | -25 | -37
COc1ccc(Cl)cc1NC(=O)C/C(C)=N/NC(=O)CC#N | -2.3 | 0 | 29 | 110 | -1.6 | 19 | -2 | -7 | 6

Some of these compounds in order of molecular weight, highest first.
SMILES | IMP-1 inh | UBC9 SUMO inh | NALP1 yeast inh | MEKK2 WT-MEK5 | VIM-2 inhibitor | PfM18AAP inh | NS3 helicase inh | FID counter | MEKK2mut PB1 HTS
COc1ccccc1NC(=O)CCS(=O)(=O)c1cc2c(cc1Cl)NC(=O)CO2 | -2.5 | 4 | -2 | 97 | -1.0 | 2 | 13 | -6 | 2
COCc1cc(C)nc(SCC(=O)N2CCC(C)CC2)c1C#N | 1.5 | -4 | 0 | 8.0*[inhibitor] | 2.3 | 14 | 27 | -25 | -37
COc1ccc(Cl)cc1NC(=O)C/C(C)=N/NC(=O)CC#N | -2.3 | 0 | 29 | 110 | -1.6 | 19 | -2 | -7 | 6

Next section.
SMILES | IMP-1 inh | UBC9 SUMO inh | NALP1 yeast inh | MEKK2 WT-MEK5 | VIM-2 inhibitor | PfM18AAP inh | NS3 helicase inh | FID counter | MEKK2mut PB1 HTS
O=C(C(=O)N1CCN(c2ccccc2F)CC1)c1cn(CC(=O)N2CCOCC2)c2ccccc12 | -3.0 | 16 | -15 | 104 | -1.3 | 2 | -1 | -53 | 3
Cc1ccc(S(=O)(=O)N(CC(=O)N2CCCCC2)c2cccc(C)c2)cc1 | -3.0 | -5 | 8 | 98 | -2.4 | -2 | -7 | -35 | 1
O=C(CC1C(=O)N(c2ccccc2)C(=S)N1c1ccccc1)c1ccc(Br)cc1 (stereo not drawn) | -3.2 | 9 | 35 | 99 | -2.1 | 6 | -11 | -4 | -1
CCc1ccc(NC(=O)CSc2nnc(-c3n[nH]c4ccccc34)n2-c2ccccc2)cc1 | -3.0 | 1 | 40 | 91 | -2.4 | 0 | 5 | -4 | -3
C#CCn1c(O)c(N=NC(=O)CNC(=O)/C=C/c2ccccc2)c2ccccc21 | -1.1 | 20 | 16 | 102 | 0.3 | 7 | 2 | -28 | 3
CCOC(=O)CNC(=O)Nc1cc(C(C)(C)C)nn1-c1ccccc1 | -2.6 | 0 | 4 | 111 | -2.4 | 2 | 6 | -10 | 10
CN(C)C(=S)c1ccc2ccccc2n1 | -2.1 | 20 | 12 | 94 | 0.2 | -4 | 4 | 7 | -2
CCc1ccccc1NC(=O)Cn1nc(C(F)(F)F)c2c1CCC2 | -1.4 | -3 | 10 | 99 | -1.5 | 8 | 2 | -17 | 4
C#CC(=O)N(c1cc(OC)ccc1OC)C(C(=O)NC1CCCC1)c1cccs1 (stereo not drawn) | -0.8 | -5 | 14 | 103 | 0.6 | -5 | 10 | -24 | 3
CCOc1cc(NC(=S)NCCOC)c(OCC)cc1NC(=O)c1ccco1 | -1.4 | -1 | -4 | 96 | -1.1 | 1 | 7 | -17 | -2
Cn1nnnc1SCC(=O)Nc1ccc(Br)cc1Cl | -2.5 | -7 | -21 | 100 | -2.9 | -8 | 7 | 0 | 2
O=C(Nc1ccnn1C1CCN(Cc2ccccc2)CC1)c1ccccc1Cl | -0.1 | 14 | 22 | 101 | -1.3 | -7 | 6 | 4 | 5
Cc1cccc(C)c1NC(=O)C1=C(O)c2ccccc2N(C)S1(=O)=O | 1.2 | 8 | 38 | 103 | 1.4 | -13 | 8 | 8 | 2
COc1ccc(CCNC(=O)CSc2ncn[nH]2)cc1 | -1.1 | 10 | 2 | 94 | -1.1 | -4 | 1 | -1 | -4
O=C(CSc1ccc(-c2ccco2)nn1)Nc1ccc(F)cc1F | -3.1 | 6 | -1 | 110 | -0.6 | -9 | 18 | -19 | 9
CCc1ccc(NC(=O)NCc2cccnc2)cc1 | -2.0 | -6 | 12 | 98 | -1.9 | -3 | 3 | -5 | -6
COc1cccc(/C=N/NC(=O)C(C)Sc2ccccc2)c1 (stereo not drawn) | -1.7 | 10 | 30* | 102 | -0.9 | -8 | 5 | -10 | -5
O=c1c2cccnc2n(-c2ccccc2)n1Cc1ccc(Cl)cc1 | -3.1 | 0 | 20 | 92 | -1.7 | -3 | 2 | -13 | -1
Cc1ccc2cc(CN(Cc3ccc4c(c3)OCO4)Cc3nnnn3Cc3ccco3)c(=O)[nH]c2c1 | -2.2 | 6 | 3 | 93 | -0.8 | 3 | 14 | -17 | -4
Cc1ccc(Cl)cc1-n1c(SCC(=O)NCCC2=CCCCC2)nc2n[nH]c(C)c2c1=N | 0.7 | 0 | 33 | 94 | 2.4 | 12 | 6 | -25 | -9
Cc1cc(C)c(-c2nc3ccccc3s2)[nH]1 | -2.3 | 0 | 22 | 109 | -1.6 | 4 | 1 | 0 | 5
O=C(COC(=O)c1cc2c(s1)CCCC2)NCc1ccccc1Cl | -2.7 | 17 | 42 | 107 | -4.2 | 0 | -6 | -6 | 19
COc1cc(/C=C(\NC(C)=O)C(=O)N2CCCCC2)ccc1OC(C)=O | -2.2 | -1 | -8 | 105 | -1.4 | -4 | 3 | -15 | 10
CC(NC(=O)COc1ccc(/C=N/NC(=O)C(=O)Nc2ccccc2Br)cc1)c1ccccc1 (stereo not drawn) | -2.3 | 5 | 1 | 94 | -2.6 | 2 | -7 | -1 | -3
Cc1ccc(NC(=O)CSc2nc(=O)cc(N)n2CCc2ccccc2)cc1 | -1.8 | 4 | -20 | 108 | -1.4 | -1 | -16 | -16 | 3
COc1cc(C)c(Cl)cc1S(=O)(=O)n1cnc(C)c1 | -4.1 | 15 | -8 | 98 | -5.7 | -1 | 8 | -8 | -4
Cc1cc(NC(=O)CCCn2cnc([N+](=O)[O-])n2)no1 | -0.6 | -7 | 0 | 75 | 0.0 | -5 | -13 | -2 | -16
COc1ccc(NC(=O)Nc2ccc(Cc3ccncc3)cc2)c(OC)c1 | -2.0 | 5 | 22 | 92 | -0.9 | 5 | -7 | -14 | -3
CCOC(=O)CNC(=O)CSc1nnnn1-c1ccc(C)c(C)c1 | -2.1 | 1 | -8 | 103 | 1.7 | 4 | 11 | -13 | -1
Oc1ccc(N2CCN(Cc3cc4c(cc3Br)OCCO4)CC2)cc1 | -3.1 | -14 | -2 | 104 | -1.1 | 39* | -8 | -9 | 0
CCOC(=O)Nc1c(Cl)n(C)c(=O)n(C)c1=O | -1.5 | 19 | 5 | 103 | -0.6 | 0 | 1 | -5 | 1
CCOc1ccc(Br)cc1S(=O)(=O)NCCN(C)C | -0.7 | 0 | 10 | 86 | -1.4 | -9 | 2 | 2 | -2
COc1ccccc1CN1CCNC(=O)C1CC(=O)NCc1csc(C)n1 (stereo not drawn) | -2.9 | 7 | 8 | 101 | -2.6 | 2 | -17 | -8 | 6
CCOc1ccc(Oc2c(/C=N/NC(=O)COc3ccccc3OC)c(C)nn2-c2ccccc2)cc1 | -4.9 | -10 | 19 | 96 | -3.1 | -2 | -5 | -31 | -1
CC1CCN(C(=O)C2CCN(c3ncnc4c3nc3n4CCCCC3)CC2)CC1 | -1.7 | 3 | -4 | 101 | -1.4 | 2 | 6 | -51 | 3
O=C1c2ccccc2C(=O)N1CCC(c1ccc(F)cc1)c1ccco1 (stereo not drawn) | -3.1 | 34 | 13 | 101 | -3.9 | 4 | 18 | -9 | 3
COCCCN(C(=O)Cc1ccc(Cl)c(Cl)c1)c1c(N)n(Cc2ccccc2)c(=O)[nH]c1=O | -0.6 | 18 | x | 104 | 1.0 | 4 | 0 | -5 | 4
CC1CC1C(=O)OCC(=O)NCc1ccccc1Cl (stereo not drawn) | 3.1 | -6 | 1 | 103 | -0.2 | 4 | 2 | -1 | 2
O=C(Cc1ccccc1)N/N=C/c1ccc2cccc(O)c2n1 | -3.9 | 12 | 14 | 93 | -1.0 | 11 | -2 | -15 | -4
O=c1[nH]c2ccc(S(=O)(=O)Nc3ccc(Cl)cc3)cc2[nH]1 | -0.6 | 8 | 12 | 106 | 0.1 | -6 | 0 | -1 | 4
COc1cccc(/C=C/C(=O)OCC(=O)NCC2CCCO2)c1 (stereo not drawn) | -2.6 | 33 | 18 | 94 | -2.7 | 3 | -9 | -6 | -2
CCCCCn1c(CNC(=O)COC)nc2ccccc21 | -1.6 | -5 | 19 | 115 | -0.1 | -16 | 4 | -6 | 3
Cc1ccsc1-c1nc(-c2ccccc2)c(-c2ccccc2)[nH]1 | 0.1 | -9 | 6 | 100 | -0.7 | -2 | 3 | 1 | 1
CCN(CC)S(=O)(=O)c1ccc2c(c1)nc(CCC(=O)OCC(=O)N1CCc3ccccc31)n2C | -0.2 | 24 | 7 | 108 | 1.6 | 4 | 1 | -10 | 1
O=C1NC2(CCCCCC2)C(=O)N1Cc1cccc(Cl)c1 | -3.4 | 8 | 24 | 108 | 0.2 | 1 | 5 | -22 | 6
Cc1ccc(S(=O)(=O)Nc2cccc(-n3cnnn3)c2)cc1C(=O)O | -1.2 | 11 | 15 | 95 | -1.6 | -11 | 10 | 0 | -2
CCN(Cc1ccccc1)C(c1ccc(Cl)cc1)c1nnnn1C(C)(C)C (stereo not drawn) | -0.7 | 7 | 0 | 100 | -3.5 | 2 | -12 | 1 | -1
CCCCn1c(N)c(N(CC(C)C)C(=O)c2ccc(Br)s2)c(=O)[nH]c1=O | -3.5 | 4 | 9 | 100 | -2.3 | 0 | 4 | -10 | 6
Cc1nc(-c2ccc(Cl)cc2)sc1C(=O)NNC(=O)C(C)C | -3.8 | 2 | x | 100 | -3.8 | 0 | -2 | -8 | 2
CC#CCCc1nc2ccccc2c(=O)n1N | 0.8 | 4 | 6 | 93 | -2.1 | -4 | 8 | -2 | -2

From PubChem BioAssay
